# High-throughput results as filed in PubChem BioAssay.
# Abeta yeast res = restores growth of yeast expressing A-beta42 peptide; yeast expressing A-beta42, growth rescue, OD600, 48 h; response scale: 0% DMSO, 100% iron-clioquinol control; Potency, µM (titrated, usually from 46.1 µM), inactives show at the top dose growth rescue, usual class: activators; actives 0.063% (n = 410,000); note: potency is the fitted concentration of half-maximal effect; nearly all actives have a fitted effect of over 55% in size
#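 Growth rescue measured by 600 nm absorbance after 48 h yeast culture at 30 C with compound. Values normalized between DMSO and an equimolar ferric chloride plus clioquinol control.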
# TDP-43 yeast inh = inhibitors of TDP-43 toxicity in yeast; AID 652104; TDP-43 expressing yeast growth rescue, BacTiter-Glo, 24 h; actives 1.8% (n = 410,000); Potency, µM (series often up to 46.1 µM), for the others: at the top dose growth rescue (activation), usual class: activators; note: potency is the fitted concentration of half-maximal effect; % of control where 0% means no effect; nearly all actives have a fitted effect of over 50% in size
#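 In this qHTS, compounds that restore growth of yeast expressing TDP-43 appear as activators. Cells (OD600=0.02, galactose medium, raffinose-pregrown) are incubated with compound 24 hr at 30 deg C and growth is quantified by BacTiter-Glo.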
# FUS suppressor = suppressors of FUS proteinopathy in yeast. S. cerevisiae FUS-expressing, growth rescue, OD600, 24 h. Potency, µM (series often up to 76.6 µM), inactives show top-dose growth rescue (activation), actives largely listed as activators. actives 0.24% (n = 390,000);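 note: potency is the fitted concentration of half-maximal effect; plate controls were DMSO vehicle for no effect and reference control for full effect; nearly all actives have a fitted effect of over 55% in size; some results filed as inactive show a strong effect at the top dose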
#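 S. cerevisiae expressing FUS from galactose induction served as the toxicity model. Growth after 24hr at 30C, read as absorbance at 600 nm, indicates suppression of toxicity; compounds dosed at several concentrations.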
# GLP-1R agonist = agonists of human GLP-1 receptor | AID 624172 | HEK293 GLP-1R CRE-luciferase, luminescence, 4-6 h; cells express a hypersensitive GLP-1R form | actives 0.007% (n = 380,000) | Potency, µM (doses to about 45.6 µM), without a hit: top-dose activation, hits mostly activators; note: potency is the fitted concentration of half-maximal effect; % of control where 0% means no effect
# Target sequence (P43220 whole entry, looked up): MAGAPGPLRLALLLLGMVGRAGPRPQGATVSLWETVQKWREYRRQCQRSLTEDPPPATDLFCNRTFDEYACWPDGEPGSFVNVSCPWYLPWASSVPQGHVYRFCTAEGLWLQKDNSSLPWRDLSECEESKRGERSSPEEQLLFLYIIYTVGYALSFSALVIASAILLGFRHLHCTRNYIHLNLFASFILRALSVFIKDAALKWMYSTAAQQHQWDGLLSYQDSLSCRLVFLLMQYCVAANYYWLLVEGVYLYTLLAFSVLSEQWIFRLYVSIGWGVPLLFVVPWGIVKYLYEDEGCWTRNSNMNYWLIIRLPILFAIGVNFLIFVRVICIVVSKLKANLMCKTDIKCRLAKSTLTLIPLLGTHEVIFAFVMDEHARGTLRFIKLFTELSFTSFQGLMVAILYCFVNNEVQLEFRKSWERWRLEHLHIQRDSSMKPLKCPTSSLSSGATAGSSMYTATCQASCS
# Akt phos inh = Akt phosphorylation inhibition; actives 0.32% (n = 360,000); AID 651550; activity change, % for hits at 50 µM; Neuro2A IGF-stimulated pAkt S473 HTRF, 20 min; hits give low values; in the data active = activity change below about -80%; inconclusive = mostly about -51% to -80%; note: % is set by controls: 0 for no effect and ±100 for the full control effect
#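 Neuro2A cells (4,500/well, DMEM with 0.5% FBS) were treated with compound at a single 50 µM final concentration, stimulated with 6 nM IGF for 20 min at 37 °C, and lysed. Phospho-Akt Ser473 was read by HTRF as 665/615 ratio ×10^4.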
# D3 antag = antagonists of human D3 dopamine receptor; AID 652054; actives 2.5% (n = 360,000); D3R cells, DiscoveRx beta-arrestin luminescence, antagonist mode; hits give low values; max response, negative = inhibition, %; P35462; in the data active = max response below about -50%; inconclusive = no clear call, values can overlap the other calls; note: % is set by controls: 0 for no effect and ±100 for the full control effect; mostly tested at two doses, the higher about 12 µM
#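 Cells plated overnight at 1500 cells/well, then exposed to library compounds with dopamine controls for 90 minutes at 37 degrees C. DiscoveRx reagent added for 30–60 minutes at room temperature; luminescence read, quantitative HTS format.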
# PTHR1 agonist = activates the human parathyroid hormone receptor PTHR1; Q03431; HEK293 GP2 PTHR1 cells, GloSensor cAMP luminescence, 1 h; Potency, µM (highest dose often 115 µM), without a hit: top-dose activation, hits mostly activators; actives 0.075% (n = 410,000); AID 743266; note: potency is the fitted concentration of half-maximal effect; nearly all actives have a fitted effect of over 55% in size; some results filed as inactive show a strong effect at the top dose; inactives centre near -15; many of its hits are not listed in these tables
# Target sequence (Q03431 whole entry, looked up): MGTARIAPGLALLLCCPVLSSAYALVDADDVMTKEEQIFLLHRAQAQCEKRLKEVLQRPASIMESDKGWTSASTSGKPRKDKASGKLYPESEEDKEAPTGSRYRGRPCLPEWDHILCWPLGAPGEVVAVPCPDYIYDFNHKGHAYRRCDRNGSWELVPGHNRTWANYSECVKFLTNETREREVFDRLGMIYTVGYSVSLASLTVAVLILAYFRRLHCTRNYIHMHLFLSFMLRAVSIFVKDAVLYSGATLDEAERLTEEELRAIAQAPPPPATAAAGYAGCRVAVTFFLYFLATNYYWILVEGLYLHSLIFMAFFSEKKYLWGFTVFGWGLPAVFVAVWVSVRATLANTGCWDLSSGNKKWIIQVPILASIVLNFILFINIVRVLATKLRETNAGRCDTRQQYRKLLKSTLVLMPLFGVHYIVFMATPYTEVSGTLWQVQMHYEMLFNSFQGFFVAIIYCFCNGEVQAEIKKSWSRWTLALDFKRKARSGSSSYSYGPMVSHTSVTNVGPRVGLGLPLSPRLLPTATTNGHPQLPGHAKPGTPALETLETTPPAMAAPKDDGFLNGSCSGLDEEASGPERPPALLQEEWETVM
#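 HEK-293-derived GP2 cells expressing PTHR1 and a GloSensor cAMP reporter, 3,000/well, plated overnight, given luciferin plus IBMX (each 0.5 mM as added) for 1 h at 37 °C, then compound for 1 h at 37 °C. Luminescence was read after 15 min at room temperature.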
# aSyn yeast inh = rescues yeast growth from alpha-synuclein toxicity. AID 652106. Yeast expressing alpha-synuclein, growth rescue, BacTiter-Glo, 24 h. Potency, µM (series often up to 46.1 µM), without a hit: top-dose growth rescue (activation), most hits filed as activators. actives 0.14% (n = 370,000); note: potency is the fitted concentration of half-maximal effect; % of control where 0% means no effect; nearly all actives have a fitted effect of over 65% in size
#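 Galactose-induced alpha-syn yeast (OD600=0.02, raffinose-pregrown) + pinned cpd, 24 hr, 30 deg C; growth by BacTiter-Glo luminescence. Growth restoration scores as activation.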
# GLP-1R inv ag = inverse agonists of human GLP-1 receptor. P43220. HEK293 GLP-1R CRE-luciferase, luminescence, 24 h; GLP-1R form is constitutively active. Potency, µM (doses to about 38.3 µM), for the others: at the top dose activity change, negative = inhibition, usual class: inhibitors. actives 1.6% (n = 410,000); note: potency is the fitted concentration of half-maximal effect; % is set by controls: 0 for no effect and ±100 for the full control effect; nearly all actives have a fitted effect of over 55% in size
#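 Inverse agonism was detected as reduced cAMP-driven luciferase luminescence after 24 h compound treatment. The cells were HEK293 clones expressing constitutively active human GLP-1R with the reporter. Reporter-only and GPR119 cell lines served as counterscreen controls.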
# An asterisk follows results filed as active; i = inactive; ? = inconclusive; . = not tested or not shown; & = joins results of further samples; [ ] = remark or other dose. Unless noted, calls come from the whole dose curve; as a rule, active = well fitted curve in the direction sought with a large enough effect; inconclusive = small, poorly fitted or top-dose-only effect, or another doubt; inactive = no such curve, though single readings can be large; an effect the other way counts as inactive or inconclusive. A portion of the library, so the mix of outcomes need not match the whole.
SMILES,Abeta yeast res,TDP-43 yeast inh,FUS suppressor,GLP-1R agonist,Akt phos inh,D3 antag,PTHR1 agonist,aSyn yeast inh,GLP-1R inv ag
CCN(CC)c1ccc(NC(=O)Cn2c3ncccc3c(=O)n2-c2ccccc2)c(C)c1,-4.8%,0.0%,-1.6%,.,.,.,i,.,20.6%
CC1(C(=O)O)CCCN1C(=O)c1cccc2ccccc12 (configuration not stated),-9.9%,9.8%,-15.7%,-6.9%,i,0.0,-0.1%,7.0%,19.6%
O=C(NCc1ccc(F)cc1)C1CCN(S(=O)(=O)N2CCCC2)CC1,-5.6%,5.1%,-5.0%,0.7%,i,19.3,i,16.6%,-10.0%
O=C(Nc1ccc(S(=O)(=O)NCc2ccco2)cc1)c1cccc(F)c1,10.1%,6.5%,-7.9%,24.0%,i,-2.3,-5.7%,13.9%,-2.3%
CC(=O)c1c(C)[nH]c(=S)c(C#N)c1-c1ccc(Cl)cc1,15.9%,?,35.0%,-1.4%,i,-20.2,-64.1%[inhibitor],-1.2%,8.0%
COc1ccc(NC(=O)CSCC(=O)Nc2cc(Cl)ccc2N2CCCC2)cc1,15.7%,?,19.1%,-5.7%,i,-1.4,i,8.8%,?
O=C(c1cccnc1)C1CCCN(Cc2nc(Cc3ccccc3F)no2)C1 (configuration not stated),1.2%,5.2%,3.1%,7.6%,i,10.6,-18.3%,0.2%,1.2%
N#CCCn1cc(C(=O)N2CCCCC2)c(-c2cccc([N+](=O)[O-])c2)n1,-8.3%,14.1%,-11.9%,2.8%,i,5.7,-9.1%,-11.5%,-13.2%
CC(C)c1ccc(Oc2cccc(C(=O)/C(C#N)=C/N(C)C)c2)cc1,-8.4%,8.7%,18.7%,8.9%,i,2.2,i,-6.8%,-18.7%
Cc1ccc(N(CC(=O)NCc2ccco2)C(=O)CNS(=O)(=O)c2ccccc2)c(C)c1,-0.1%,-6.7%,6.6%,14.4%,i,-4.1,-3.0%,4.9%,-27.3%
COc1ccc(CC(=O)Nc2cc(S(=O)(=O)N3CCOCC3)ccc2N2CCCC2)cc1,7.5%,4.3%,-14.3%,-0.1%,i,6.4,i,6.5%,-3.4%
COc1ccccc1C(=O)C1CCCN(C(=O)c2ccc3c(c2)OCCO3)C1 (configuration not stated),14.2%,28.4%,15.4%,8.1%,i,-21.4,-17.4%,9.5%,-1.0%
Cc1oc2c(C)c3oc(=O)c(CC(=O)N[C@@H](CC(C)C)C(=O)N[C@@H](Cc4ccccc4)C(=O)O)c(C)c3cc2c1C,-5.5%,8.0%,15.6%,-2.6%,i,24.1,-22.8%,-1.1%,14.6%
Cc1ccc(S(=O)(=O)N2CCN(C(=O)CSc3nc4ccccc4c(=O)[nH]3)CC2)cc1,14.8%,0.9%,37.0%,6.9%,-95.3%*,-0.2,-18.0%,2.3%,-4.0%
O=C(COC(=O)c1ccc(Cl)nc1)NCCc1ccccc1,-13.7%,25.8%,4.7%,2.5%,i,-18.9,i,-7.3%,2.7%
CCOc1ccccc1N1CC(C(=O)NCCc2ccc(S(N)(=O)=O)cc2)CC1=O (configuration not stated),-2.6%,2.5%,33.9%,-8.8%,i,0.8,8.7%[57.5 µM],-2.9%,-7.9%
COc1ccc(/C=C/CN2CCC(Oc3ccc(C(=O)N4CCCCC4)cc3)CC2)cc1,8.8%,-8.5%,27.0%,-3.1%,i,-20.8,-8.9%,-1.5%,?
O=S(=O)(Cc1cc(-c2ccccc2)no1)c1ccccc1,5.1%,-12.6%[0.397 µM],16.6%,?,i,-6.4,-35.1%[inhibitor],2.5%,-5.1%
COCC1CCCN(Cc2nc(-c3ccc4c(c3)OCO4)no2)C1 (configuration not stated),6.8%,18.6%,14.7%,25.5%,i,8.3,i,0.4%,2.1%
CC(=O)N1CCCc2cc(S(=O)(=O)N3CCCC(C(=O)NCc4ccc(Cl)cc4)C3)ccc21 (configuration not stated),5.9%&13.1%,0.8%&3.9%,?,2.8%,i,11.4,-20.1%&-5.9%,1.4%,-7.2%&-22.6%

# With a hit mark in Akt phos inh (from the list above):
molecule,GLP-1R agonist,Akt phos inh,D3 antag,PTHR1 agonist
Cc1ccc(S(=O)(=O)N2CCN(C(=O)CSc3nc4ccccc4c(=O)[nH]3)CC2)cc1,6.9%,-95.3%*,-0.2,-18.0%

# Next results
SMILES,Abeta yeast res,TDP-43 yeast inh,FUS suppressor,GLP-1R agonist,Akt phos inh,D3 antag,PTHR1 agonist,aSyn yeast inh,GLP-1R inv ag
CC(Oc1cc2oc(=O)c3c(c2cc1Cl)CCCC3)C(=O)NCc1ccncc1 (configuration not stated),0.1%,?,3.3%,-0.8%,i,11.1,i,-10.5%,2.4%
Cc1oc2c(CN3CCC(C)CC3)c(O)ccc2c(=O)c1-c1ccccc1,-23.0%,-16.6%,-1.8%,-0.1%,i,-18.6,-9.6%,-6.7%,21.3%
O=C(CSc1cccc[n+]1[O-])Nc1c(Br)cc([N+](=O)[O-])cc1Br,-2.1%,-9.4%,1.0%,-2.6%,i,-2.6,?,-0.1%,10.3%
CCS(=O)(=O)NCc1cn2ccsc2n1,12.7%,-2.5%,-21.4%,4.4%,i,0.0,-6.4%[57.5 µM],-10.4%,2.9%
CCCn1c(SCC(=O)NCC(=O)Nc2ccc(F)c(F)c2F)nc2ccccc2c1=O,4.2%,23.1%,.,0.1%,i,5.2,-4.1%,0.3%,-18.7%
Cc1cc(NC(=O)CCCN2C(=O)/C(=C\c3cccs3)SC2=S)no1,-6.9%,-10.3%,12.4%,-1.0%,i,-1.9,i,1.8%,18.4%
COc1ccc(Cl)cc1NC(=O)c1nnn(CC(=O)Nc2ccc(C)c(C)c2)c1N,-0.5%,-0.3%,-1.0%,-2.1%,i,-0.8,i,3.0%,5.1%
O=C(Nc1ccc(Oc2ccc3ccccc3c2)cc1)c1ccco1,-34.1%[inhibitor],14.4%,16.4%,5.6%,i,6.1,-17.8%,-1.0%,?
CCOC(=O)N/N=C\c1ccc(-c2cc(Cl)ccc2Cl)o1,-0.1%,-21.4%[0.397 µM],11.3%,11.2%,i,-5.7,i,1.2%,?
Cc1ccccc1NC(=O)Cn1nc(-c2ccc(F)cc2)c2cnc3ccccc3c21,-9.3%,18.8%,-23.3%,.,.,.,i,.,6.6%
COc1ccc(-n2nc(C(=O)NCCc3ccc(Cl)cc3)c3c4ccccc4n(C)c3c2=O)cc1Cl,-6.7%,7.3%,-8.4%,.,.,.,i,.,8.7%
Cc1ccc(NC(=O)NCCCCc2ccccc2)cc1,17.6%,20.9%,-11.6%,12.1%,i,-2.5,-12.2%,-2.6%,-14.0%
CN(C)c1ccc(C=NN2CCCCCC2)cc1,7.1%,-13.3%,-3.8%,19.1%,i,0.0,-15.3%,-7.2%,18.5%
COC(=O)CN(C#N)c1nc(SC)nc(N(C)C)n1,-9.5%,0.0%,8.3%,-16.3%,i,7.9,-11.9%,4.0%,-0.6%
CS(=O)(=O)N1CCC(C(=O)Nc2cc(Cl)ccc2Cl)CC1,5.5%,.,-3.8%,-1.4%,i,-5.9,-8.1%,-6.0%,-11.4%
CN(C)CCNC(=O)C(=O)NCC1OCCN1S(=O)(=O)c1ccc(F)cc1 (configuration not stated),3.2%,4.6%,-34.7%,5.5%,i,0.0,-11.8%,0.7%,-6.9%
Cc1cc(N2C(=O)C(=O)/C(=C(/O)c3ccccc3)C2c2cccc(Br)c2)no1 (configuration not stated),4.6%,6.2%,30.8%,0.4%,i,-13.0,-23.0%,7.7%,22.3%
CC(Nc1ccc(-c2nc(-c3ccncc3)no2)cc1[N+](=O)[O-])c1ccccc1 (configuration not stated),-20.3%,-26.4%,9.6%,.,.,.,-3.6%,.,?
O=[N+]([O-])c1ccc2c(c1)nc1n2CCSC1,-10.2%,18.2%,8.9%,-0.6%,i,-13.3,i,-9.3%,27.9%
COc1ccc(C(=O)Nc2ccc(Br)cn2)cc1S(=O)(=O)N1CCOCC1,-0.4%,1.8%,6.2%,8.7%,i,7.5,-18.9%,0.8%[1.84 µM],17.8%
COc1ccc2nc(SCC(=O)Nc3ccc4sc(C)nc4c3)c(C#N)cc2c1,-11.5%,3.2%,17.6%,13.3%,?,2.0,-1.6%[57.5 µM],0.4%,6.9%
O=C(Cn1nnc(-c2cccc(C(F)(F)F)c2)n1)NNS(=O)(=O)c1cccc(C(F)(F)F)c1,7.9%,11.6%,-4.0%,-3.1%,i,34.2,-14.4%,0.8%,?
O=C(Cc1ccccc1F)Nc1nc(-c2ccc(F)cc2)cs1,9.3%,12.6µM*,3.5%,2.2%,i,38.1,-21.5%,-6.6%,8.91µM*
Cn1c(NCc2ccncc2)nc2cc(-c3ccsc3)sc2c1=O,-5.9%,-2.2%,-13.1%,7.4%,i,15.6,-70.0%[inhibitor],-9.6%,16.4%
Cc1ccc(CC2C(=O)N(c3cc(C)ccc3C)C(=O)C2C)cc1 (configuration not stated),?,14.8%,10.2%,4.1%,i,8.2,-27.3%,-1.1%,?
CC(C)N(C)S(=O)(=O)c1ccc(Cl)c(C(=O)O)c1,20.4%,17.5%,1.7%,-1.5%,i,3.6,-3.9%,4.0%,-7.0%[7.66 µM]

# Whole records, quoted from the list. Order of screens: Abeta yeast res, TDP-43 yeast inh, FUS suppressor, GLP-1R agonist, Akt phos inh, D3 antag, PTHR1 agonist, aSyn yeast inh, GLP-1R inv ag
# COc1ccc2nc(SCC(=O)Nc3ccc4sc(C)nc4c3)c(C#N)cc2c1 is listed with -11.5%, 3.2%, 17.6%, 13.3%, ?, 2.0, -1.6%[57.5 µM], 0.4%, 6.9%
# O=C(Cc1ccccc1F)Nc1nc(-c2ccc(F)cc2)cs1 is listed with 9.3%, 12.6µM*, 3.5%, 2.2%, i, 38.1, -21.5%, -6.6%, 8.91µM*
